CHO-K1 Ca ag: counter-screen for M1 agonists: effect in parental CHO-K1 cells; Fluo-8 calcium fluorescence; scaled to maximal ATP response, vehicle zero; activation, % at 3 µM; actives 0.48% (n = 360,000); in the data active = activation above about 15%;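 note: untransfected CHO-K1 host cells lacking M1 receptor as counterscreen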
CHO-K1 Ca antag: counter-screen for M1 antagonists: effect in parental CHO-K1 cells; actives 0.6% (n = 360,000); AID 602250; inhibition, % at 3 µM; ATP-induced calcium, Fluo-8 fluorescence;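 active = inhibition above a per-plate cutoff, the plate's mean sample inhibition plus 3 SD, cut at about 24% in these data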;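 note: 0% = DMSO plus EC80 ATP and 100% = DMSO alone without ATP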
CHRM4 antagonist: human M4 muscarinic receptor antagonists, primary screen, CHO cells, Fluo-8 calcium fluorescence | CHO-hM4 cells, ACh EC80 | inhibition, % at 3 µM | actives 0.73% (n = 360,000) | AID 624125, 2012;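 active = inhibition above its plate's cutoff, the mean inhibition of sample wells plus 3 SD, cut at about 27% in these data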;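 note: 0% = acetylcholine EC80 with DMSO and 100% = DMSO without agonist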
M4 ag: human M4 muscarinic receptor agonists, primary screen, CHO-K1 cells, Fluo-8 calcium fluorescence; activation, % at 3 µM; CHO-K1 hM4/Gqi5; vehicle 0%, full acetylcholine response 100%; actives 0.14% (n = 360,000);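 active = activation above the run mean over all test wells plus 3 SD, cut at about 32% in these data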;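 note: peak over basal fluorescence ratio per well then scaled between controls; 0% = DMSO wells and 100% = acetylcholine at EC100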
M1 PAM: human M1 muscarinic receptor positive allosteric modulators, primary screen, CHO-K1 cells, Fluo-8 calcium fluorescence, 1536-well; activation, % at 3 µM; Muscarinic acetylcholine receptor M1 (Homo sapiens), P11229; CHO-K1 hM1, ACh EC20; 0% = ACh EC20, 100% = maximal ACh; AID 588819, 2011; actives 0.088% (n = 360,000); in the data active = activation above about 19%, passing the limit was not always enough
Target sequence (P11229 whole entry, looked up): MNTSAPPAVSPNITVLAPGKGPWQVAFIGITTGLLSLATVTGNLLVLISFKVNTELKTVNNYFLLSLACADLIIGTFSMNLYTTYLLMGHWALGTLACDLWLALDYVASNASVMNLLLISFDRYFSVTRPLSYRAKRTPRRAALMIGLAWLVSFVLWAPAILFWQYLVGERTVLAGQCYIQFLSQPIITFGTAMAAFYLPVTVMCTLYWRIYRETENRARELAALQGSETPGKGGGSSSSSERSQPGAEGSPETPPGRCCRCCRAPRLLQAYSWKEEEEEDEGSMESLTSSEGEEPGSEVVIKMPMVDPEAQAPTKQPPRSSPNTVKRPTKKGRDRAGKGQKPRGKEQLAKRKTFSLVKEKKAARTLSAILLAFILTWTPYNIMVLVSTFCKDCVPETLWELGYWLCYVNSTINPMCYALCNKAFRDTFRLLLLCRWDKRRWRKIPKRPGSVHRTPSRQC
CHO parental Ca: ATP-evoked calcium signal inhibitors, parental CHO, primary screen, counter-screen for OX1R antagonist project, cell-based, fluorescence, Fluo-8 calcium dye; parental CHO-K1, ATP-induced calcium, Fluo-8 fluorescence; inhibition, % at 5.6 µM; actives 0.63% (n = 330,000);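 active = inhibition above that plate's mean sample inhibition plus 3 SD, cut at about 26% in these data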;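 note: 0% = ATP-challenged DMSO wells and 100% = DMSO wells without ATP; some compounds past the cut are filed as inactive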
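material = parental CHO cells | also added = ATP as calcium-mobilizing challenge | dosing = single point at 5.6 µM | detection = intracellular calcium via Fluo-8 no-wash fluorescent dye | read-out = % inhibition | benchmarks = low control ATP plus DMSO, high control DMSO only | repeats = one well per compound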
CHRM1 agonist: human M1 muscarinic receptor agonists, primary screen, Fluo-8 calcium fluorescence, CHO-K1 cells, HTS; Muscarinic acetylcholine receptor M1 (Homo sapiens), P11229; CHO-K1 hM1, agonist mode; 0% DMSO, 100% acetylcholine EC100; activation, % at 3 µM; actives 0.33% (n = 360,000); AID 588814, 2011;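 active = activation above the run's mean compound activation plus 3 SD, cut at about 16% in these data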;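 note: peak over basal fluorescence ratio within a 140 s kinetic read after compound addition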
OXTR potentiator: human OXTR potentiators, primary screen, fluorescence, CHO-OTR cells, Fluo-8 calcium. Fluo-8 calcium fluorescence, potentiator mode; 0% = oxytocin EC15, 100% = EC100. activation, % at 3 µM. actives 0.061% (n = 320,000);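 active = activation above that plate's cutoff, the mean activation of tested compounds plus 3 SD, cut at about 6.6% in these data, passing the limit was not always enough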;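 note: 100% uses oxytocin at 75 nM as the full agonist control; some results filed as inactive read as strong as hits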
Target sequence (P30559 whole entry, looked up): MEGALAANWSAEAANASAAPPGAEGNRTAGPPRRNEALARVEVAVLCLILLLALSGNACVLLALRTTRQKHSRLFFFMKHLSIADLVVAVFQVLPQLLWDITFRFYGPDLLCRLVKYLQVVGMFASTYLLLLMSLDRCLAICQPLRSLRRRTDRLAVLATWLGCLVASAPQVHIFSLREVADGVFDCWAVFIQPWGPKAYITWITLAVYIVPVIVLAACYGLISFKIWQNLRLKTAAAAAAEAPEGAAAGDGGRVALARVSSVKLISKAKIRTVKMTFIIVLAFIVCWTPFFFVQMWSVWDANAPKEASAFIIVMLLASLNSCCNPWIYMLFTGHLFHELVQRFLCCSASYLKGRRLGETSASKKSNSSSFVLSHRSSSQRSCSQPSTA
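Material: human OTR in CHO cells. Compound: 3.0 µM, one dose. Timing: compound 6 min at room temperature before oxytocin, 100 s read. Evaluation: % activation of max/min ratio relative to oxytocin controls. Replication: single well per compound, singlicate. Signal: Fluo-8 calcium dye fluorescence.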
M1 antag: human M1 muscarinic receptor antagonists, primary screen, CHO-K1 cells, Fluo-8 calcium fluorescence, 1536-well. CHO-K1 hM1, ACh EC80 antagonist. Muscarinic acetylcholine receptor M1 (Homo sapiens), P11229. inhibition, % at 3 µM. actives 1.3% (n = 360,000);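 active = percent inhibition above its own plate's cutoff, namely the mean of that plate's compound wells plus 3 SD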;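 note: peak over basal fluorescence ratio during 140 s after agonist addition; 0% = ACh EC80 plus DMSO and 100% = DMSO alone without agonist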
Numbers without * were called inactive; . = not tested or not shown.

Molecule	CHO-K1 Ca ag	CHO-K1 Ca antag	CHRM4 antagonist	M4 ag	M1 PAM	CHO parental Ca	CHRM1 agonist	OXTR potentiator	M1 antag
Cc1cc(=O)oc2cc(OCC(=O)OCc3nnc(-c4ccccc4)o3)ccc12	0.2	-8	-4	2	8	-18	0	-13	-13
CC(C)Sc1nc2c(c(=O)[nH]1)C(c1cccs1)C1=C(CC(C)(C)CC1=O)N2 (stereo not drawn)	0.0	-3	-8	-2	16	-15	-10	-2	-17
COc1cc2c(cc1OC)C1(CCCC1)C(N)=C2C#N	0.1	2	2	0	-3	-24	-5	-15	-13
Cc1noc(C(=O)Nc2ccc3c(c2)OCO3)c1Cl	-0.2	18	1	0	19	9	-1	-5	-25
O=C(COc1ccc(-c2nnco2)cc1)NC1CCCc2ccccc21 (stereo not drawn)	1.4	-4	-2	3	2	-7	-2	-13	-5
Cc1cc(C(=O)COc2cccc3cccnc23)c(C)n1C	1.2	6	-2	2	10	-7	3	-20	-10
COc1ccc(/C=C/C(=O)Nc2ccc(C(N)=O)cc2)cc1OC	1.1	-9	-8	2	5	1	-1	-2	-6
O=C(Nc1cccc2ccccc12)/C(=C/c1cccc([N+](=O)[O-])c1)NC(=O)c1cccs1	4.1	13	6	8	-12	-10	-2	-8	20
COc1ccc(OC)c(NC(=O)CCN2CCN(c3ccccc3)CC2)c1	0.5	-30	-3	2	-10	-17	-7	1	11
C=CCn1c(C(C)NC(=O)C(C)(C)C)nc2ccccc21 (stereo not drawn)	0.4	-18	-8	0	7	-7	-7	2	-3
CCOc1ccccc1N1C(=O)CN(Cc2ccc(OC)c(OC)c2)C1=S	10	8	3	4	8	-28	3	-13	-10
CN(C)S(=O)(=O)c1ccc(-c2csnn2)s1	0.7	-1	-6	1	5	2	-5	-8	-3
COCCN1CCC(CNCc2cn(-c3cc(C)ccc3C)nc2-c2ccccc2)C1 (stereo not drawn)	-0.4	26*	8	2	3	-17	-12	-4	-6
CSc1nc(C)c2c(n1)N(c1ccc(F)cc1)CC2	0.2	-14	2	-1	12	2	-4	-2	-12
O=C(NCCS(=O)(=O)c1ccc(Br)cc1)c1ccc(Cl)cc1	2.0	-6	2	1	-2	-13	-2	-3	1
Cc1ccc(-c2nc(C(=O)O)cs2)cc1	0.0	-12	-4	1	7	3	-3	-11	-7
COc1ccc(CCC(=O)N/N=C/c2ccc3c(c2)OCO3)cc1	3.2	10	1	13	-4	-23	-3	-2	13
COc1ccc(N2CCN(C(=S)NC(=O)c3cccs3)CC2)c([N+](=O)[O-])c1	0.0	-4	-3	2	-4	-15	-5	-1	8
CN1CCC(N(C)S(=O)(=O)c2ccc(NC(=O)COc3ccc(F)cc3)cc2)CC1	5.6	1	8	1	1	0	-3	-3	5
CCNC(=O)C1(C)CCCN1C(=O)c1cnc2ccccc2n1 (stereo not drawn)	0.3	0	-4	1	4	.	-3	.	-9
Cc1ccsc1CN(C)C(=O)C(NC(=O)c1cccc(S(=O)(=O)N2CCOCC2)c1)C(C)C (stereo not drawn)	1.9	-7	4	4	-12	-31	-4	-3	25
COc1ccc(NC(=O)CSc2nnc(NC(=O)c3ccccc3C(=O)O)s2)cc1	-0.9	9	1	1	-3	-7	-1	-4	-6
CO/C([O-])=N/c1c[n+](-c2ccc(Cl)cc2)no1	0.0	-1	-2	0	8	-4	-3	-9	-9
CC(=O)c1ccc(N2CCN(CC(=O)Nc3cc(C)on3)CC2)cc1	-0.2	1	3	2	4	-4	-4	-10	9
CCOC(=O)C(Oc1ccc(=O)[nH]n1)C(C)=O (stereo not drawn)	-0.4	15	-2	0	7	-15	1	-2	1
CC1(C)CC(=O)C(C=NCCN2CCN(C(=S)Nc3ccccc3)CC2)=C(O)C1	-0.1	-4	-7	0	-4	-10	-5	-15	8
Cc1ccc(C)c(S(=O)(=O)N2CCN(C(=O)CNC(=O)c3ccc4ccccc4c3)CC2)c1	2.6	6	-6	14	-8	-1	-2	-6	15
CC(C)CC1NC(=O)N(CC(=O)c2ccc3c(c2)OCCO3)C1=O (stereo not drawn)	1.4	0	0	5	10	-12	1	-1	-3
CCCN1CCC(NC(=S)Nc2ccc(OC)c(OC)c2)CC1	0.4	-17	-9	1	6	-8	-5	-1	-8
COc1ccc(C(=O)NCc2cn3ccccc3n2)cc1	0.2	-4	-6	2	11	-5	-3	-8	-12
Cc1nc2c(C)cccn2c(=O)c1NC(=O)c1ccco1	0.2	18	-7	0	-3	-5	-4	-2	8
COc1ccc(C(=O)N/C(=C\c2ccco2)C(=O)OCc2ccco2)cc1	0.4	-9	4	2	14	1	-1	-10	-11
Cc1oc2cc3oc(=O)c(CC(=O)NCCC(=O)O)c(C)c3cc2c1C	0.5	-5	-1	0	12	.	-1	.	-4
CC(C(=O)NC1=NCCS1)(C(F)(F)F)C(F)(F)F	1.6	-5	0	4	-1	-4	-2	-9	-4
Cc1cc(C)n(-c2cccc(C(=O)O)c2)n1	0.1	5	-1	1	3	0	-6	2	-4
O=C(O)Cc1ccc(C(=O)CSc2ccccc2)s1	0.4	-2	1	1	7	-6	-3	-6	-10
Cn1c2ccccc2c2nnc(SCC(N)=O)nc21	0.7	-8	1	1	10	-8	0	0	-3
Nc1cc(=O)[nH]c(SCC(=O)Nc2cc(S(=O)(=O)N3CCCCCC3)ccc2Cl)n1	-0.3	7	3	0	5	-14	-8	-2	0
CN(C)c1cccc2c(S(=O)(=O)N3CCOCC3)cccc12	0.1	-1	-2	0	5	-14	-1	-13	-15
C/C(=N\NC(=O)C(N)=O)c1cccc([N+](=O)[O-])c1	0.3	-6	-4	0	-4	13	-4	-5	8
c1ccc(-c2noc(C3CCCCC3)n2)nc1	-0.2	-3	-2	0	-2	5	-3	-5	6
COCCNC(=O)C1(C)CCCN(C(=O)c2ccc3ccccc3c2)C1 (stereo not drawn)	0.3	-3	0	1	4	.	-1	.	-9
CC1=NN(C(=O)c2c(Br)cnn2C)C(O)(C(F)(F)F)C1 (stereo not drawn)	0.4	-10	1	0	-4	5	-4	2	0
CCS(=O)(=O)N1CCN(Cc2c[nH]c3ccccc23)CC1	0.8	-7	3	0	1	13	-4	-1	5
CCN(CC)S(=O)(=O)c1ccc(-c2nnc(SCC(=O)N3c4ccccc4CC3C)o2)cc1 (stereo not drawn)	0.1	-10	-10	1	9	-11	-3	0	-11
COc1cc(/C=C/C(=O)O)cc(S(=O)(=O)NCc2ccco2)c1OC	0.6	-6	0	2	8	8	-2	-5	-10
Cc1ccc2c(c1)N(CCC(=O)NCCCN1CCCC1)C(=O)CO2	5.5	-1	-11	2	0	8	-12	2	-1
Nc1nnc(SCC(=O)Nc2ccc(N3CCOCC3)c(Cl)c2)s1	7.2	-16	4	5	18	13	6	-14	-17

Some of these compounds in order of the M4 ag value, high to low:
Molecule | CHRM4 antagonist | M4 ag | M1 PAM | CHRM1 agonist | OXTR potentiator | M1 antag
Cc1ccc2c(c1)N(CCC(=O)NCCCN1CCCC1)C(=O)CO2 | -11 | 2 | 0 | -12 | 2 | -1
CCN(CC)S(=O)(=O)c1ccc(-c2nnc(SCC(=O)N3c4ccccc4CC3C)o2)cc1 (stereo not drawn) | -10 | 1 | 9 | -3 | 0 | -11
CC1=NN(C(=O)c2c(Br)cnn2C)C(O)(C(F)(F)F)C1 (stereo not drawn) | 1 | 0 | -4 | -4 | 2 | 0

Next part.
Molecule	CHO-K1 Ca ag	CHO-K1 Ca antag	CHRM4 antagonist	M4 ag	M1 PAM	CHO parental Ca	CHRM1 agonist	OXTR potentiator	M1 antag
CCCSc1nnc2n(C)c(=O)c3c4c(sc3n12)CCC4	1.8	15	6	0	-12	-22	-6	-10	8
Cc1cccc2cc(CN(CC3CCCO3)C(=O)NC3CCCCC3)c(=O)[nH]c12 (stereo not drawn)	0.6	15	14	1	-7	-5	-6	4	9
COc1cccc(-c2cc(C(=O)Nc3cccnc3)no2)c1	2.0	-9	-11	5	7	-11	0	-16	-11
CCOC(=O)c1c(C)n(-c2ccc(OC)cc2)c2c(C/C(C)=N/O)c(Br)c(OC)c(O)c12	-0.1	16	-9	0	7	-20	-1	-8	-2
CCc1ccc(C2C(=O)c3ccccc3C2=O)cc1	0.2	-1	-4	0	0	-4	-6	-8	-3
CC(C)OC(=O)Cn1nnc(-c2ccccc2)n1	0.6	-11	-3	1	5	12	-2	-13	-13
COc1cccc(CNC(=O)C2CCN(S(=O)(=O)c3ccc(C)cc3)CC2)c1	3.9	5	7	1	-11	-10	-3	-3	21
Cc1ccc(/C=N/N2CCN(C3c4ccccc4-c4ccccc43)CC2)o1	0.3	-1	16	2	4	-11	-2	-7	-2
CC(=O)c1ccc(-c2ccc(C(=O)NC3CCCCCC3)o2)cc1	0.8	-8	-11	7	3	-16	-5	-13	-8
O=C(OCC(=O)N1CCc2ccccc2C1)c1c(F)cccc1Cl	1.2	-7	-6	3	-1	-8	-1	-5	3
Cc1oncc1C(=O)NC1CCCCC1	-0.6	-20	-2	-1	1	-3	-2	-4	-6
Cn1ccnc1Sc1nc2c(c(=O)n(C)c(=O)n2C)n1C	5.6	-10	1	1	2	-9	2	2	-20
CC[C@@]1(C(=O)OC)N[C@H](CN(C)S(=O)(=O)c2ccc(-c3ccccc3)cc2)[C@@H]2C(=O)N(Cc3ccccc3)C(=O)[C@@H]21	0.7	-27	-19	0	4	-24	-4	-9	-11
O=C(O)/C=C/C(=O)N(Cc1ccccc1)Cc1ccco1	0.5	-13	-11	1	7	1	-5	-4	-8
Cc1ccc(NC(=O)[C@@H]2O[C@H](CO)[C@H](O)[C@H](O)[C@H]2O)cc1C(F)(F)F	0.0	6	3	0	12	.	1	.	-9
COc1ccc(-c2c(C(F)(F)F)oc3cc(OCC(=O)Nc4ccccc4C(F)(F)F)ccc3c2=O)cc1OC	1.1	-3	10	0	10	-11	-2	-4	-9
N/C(=N\OC(=O)CCC1CCCC1)c1ccc(Br)cc1	1.4	2	-4	0	5	6	-3	6	-6
O=C(NCCN1CCOCC1)c1ccc2c(c1)N(Cc1ccc(Cl)cc1)C(=O)CS2	3.0	-23	6	3	-29	-29	-11	-7	28*
COc1ccc(-c2noc3c2-c2nc(-c4ccccc4F)sc2CC3)cc1	0.3	-8	-4	0	3	-26	-3	-4	-5
CCN(CCCNS(=O)(=O)c1ccc2c(c1)CCN2C(C)=O)c1cccc(C)c1	4.8	-3	-10	14	-13	6	-3	-8	11

Assay outcomes: PubChem, The Scripps Research Institute Molecular Screening Center
